Assay outcomes: PubChem BioAssay, The Scripps Research Institute Molecular Screening Center
FBW7 act: FBW7 E3 ligase activators, primary screen, biochemical, AlphaScreen, human; AlphaScreen FBW7–phospho-cyclin E peptide binding, activator screen; normalized activity (activation), % at 26.1 µM; 650,000 tested, 0.13% active; AID 1259310, 2017; in the data active means normalized activity above about 1.9%;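 further: purified mutant Fbw7 with reduced substrate affinity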
GPR151 ag: activators of human GPR151, primary screen, cell-based, PathHunter beta-arrestin, luminescence. 650,000 tested, 1% active. G-protein coupled receptor 151 (Homo sapiens), Q8TDV0. PathHunter beta-arrestin GPR151 cells. activation, % at 11.2 µM; in the data active means activation above about 4.9%;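 further: 0% = median of compound wells and 100% = cells with positive control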
Target sequence (Q8TDV0 whole entry, looked up): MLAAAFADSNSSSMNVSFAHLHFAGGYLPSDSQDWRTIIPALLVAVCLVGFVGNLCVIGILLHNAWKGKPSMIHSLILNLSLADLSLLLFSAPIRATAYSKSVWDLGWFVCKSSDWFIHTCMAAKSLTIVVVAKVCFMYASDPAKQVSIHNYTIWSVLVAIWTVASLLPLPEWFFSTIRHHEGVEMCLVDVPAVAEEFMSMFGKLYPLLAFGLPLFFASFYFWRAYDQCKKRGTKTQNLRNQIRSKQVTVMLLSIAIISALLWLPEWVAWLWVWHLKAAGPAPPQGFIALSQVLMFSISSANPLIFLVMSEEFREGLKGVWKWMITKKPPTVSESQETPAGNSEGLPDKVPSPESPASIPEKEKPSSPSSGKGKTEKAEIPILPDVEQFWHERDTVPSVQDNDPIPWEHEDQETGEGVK
MITF inh: MITF inhibitors, primary screen, biochemical, AlphaScreen, human; Microphthalmia-associated transcription factor (Homo sapiens), O75030; AlphaScreen MITF homodimerization, bead proximity signal; 650,000 tested, 0.91% active; inhibition, % at 2.6 µM; in the data active means inhibition above about 50%;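 further: 0% = vehicle wells with protein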
Target sequence (O75030 whole entry, looked up): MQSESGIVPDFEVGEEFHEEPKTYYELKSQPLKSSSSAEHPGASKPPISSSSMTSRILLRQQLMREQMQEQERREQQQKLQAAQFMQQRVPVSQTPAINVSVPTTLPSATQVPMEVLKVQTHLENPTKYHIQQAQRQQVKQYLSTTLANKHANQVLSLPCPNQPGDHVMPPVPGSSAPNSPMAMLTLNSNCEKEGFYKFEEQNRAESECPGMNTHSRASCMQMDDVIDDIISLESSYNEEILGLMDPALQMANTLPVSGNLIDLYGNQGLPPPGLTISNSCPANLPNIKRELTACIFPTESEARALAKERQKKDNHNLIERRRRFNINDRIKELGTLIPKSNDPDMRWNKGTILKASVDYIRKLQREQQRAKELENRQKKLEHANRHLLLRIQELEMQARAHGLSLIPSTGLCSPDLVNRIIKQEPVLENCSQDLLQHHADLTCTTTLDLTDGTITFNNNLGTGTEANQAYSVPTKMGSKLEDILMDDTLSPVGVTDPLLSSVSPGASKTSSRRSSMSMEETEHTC
TEAD-YAP block: TEAD-YAP interaction inhibition, primary screen, TEAD-YAP interaction inhibitor project, luminescence, HEK-TIYL cells | TEAD-Gal4/YAP UAS-luciferase luminescence | inhibition, % at 9.12 µM | 640,000 tested, 1.4% active; in the data active means inhibition above about 32%;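 further: 0% = median of test compound wells and 100% = reference inhibitor wells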
* hit, by the source's call; & = joins results of further samples.

SMILES	FBW7 act	GPR151 ag	MITF inh	TEAD-YAP block
O=[N+]([O-])c1ccccc1Sc1c(-c2ccccc2)nc2ncccn12	0.1	-1.7	18	4
c1ccc2cc(N3CCOCC3)ccc2c1	-0.2	-0.2	7	-13
COC(=O)C1=C(C)NC2=C(C(=O)CC(C)(C)C2)C1c1ccc(Cl)cc1 (stereo not given)	0.3	-1.3	5	8
Cc1ccc(C)c(NC(=O)c2ccc(Br)o2)c1	0.0	-2.8	7	-27
O=C1CS(=O)(=O)C(c2ccccc2[N+](=O)[O-])N1c1ccc(Cl)c(Cl)c1 (stereo not given)	-0.4	-0.3	1	-2
O=C(Nc1nccs1)C(Cc1ccccc1)n1cccc1 (stereo not given)	-0.2	0.1	2	-4
COc1cccc(C2CC(c3ccc(Cl)cc3)Nc3nc(N)nn32)c1 (stereo not given)	0.0	-0.2	-1	-3
COc1ccc(/C=N/N=C2/C(=O)Nc3ccc(Br)cc32)cc1	0.0	0.2	-4	9
CCc1ccc(-n2c(=S)sc3c(=O)n(-c4ccccc4)c(SCC(=O)c4ccc(Cl)cc4)nc32)cc1	0.1	-0.6	19	5
Cc1ccc(-c2cc(C(F)F)n3ncc(C(=O)NCC(C)C)c3n2)cc1	0.0	-0.1	11	3
CN1CCN(C(=O)CS(=O)(=O)c2ccc(S(=O)C(F)(F)F)cc2[N+](=O)[O-])CC1 (stereo not given)	-0.3	-0.4	-2	-7
C/C(=N\NS(=O)(=O)c1ccc(C)cc1)c1sc(=S)n(C)c1C	0.2	4.2	19	11
CC1(c2ccccc2NC(=O)c2ccccc2Cl)CC1	0.3	-0.1	20	-15
COc1ccc(N2CCN(C(=O)Cc3ccccc3)CC2)c([N+](=O)[O-])c1	0.1	0.0	11	9
Cc1ccc(NC(=O)c2cccc(Nc3nc(-c4ccccc4)c4cc(Br)ccc4n3)c2)cc1	-0.2	0.3	2	12
N#CC1=C(N)Oc2n[nH]c(-c3ccccc3)c2C1c1cccc(O)c1 (stereo not given)	0.1	-0.7	9	7
CC1=C(C)CC(C(=O)Nc2cccc(C(F)(F)F)c2)C(C(=O)O)C1 (stereo not given)	-0.1	0.0	4	-7
Cc1ccc(S(=O)(=O)C2CCN(CC(=O)c3ccc(F)cc3)CC2)cc1	0.1	0.2	-10	-1
COc1ccc(C(=O)NNC(=S)NC(=O)c2ccccc2)cc1	-0.3	1.2	7	-7
COc1ccc2c(c1)-c1c(ssc1=S)C(C)(C)N2C(=O)c1cccc([N+](=O)[O-])c1	-1.2	0.4	26	-10
COc1ccc(OC)c(CNC(=O)c2nccnc2C(=O)O)c1	-0.1	0.4	-2	0
CC(=O)c1c(C)[nH]c(C(=O)OCC(=O)N(CC(C)C)C2CCS(=O)(=O)C2)c1C (stereo not given)	-0.1	0.0	0	6
CC1CCCC(C)N1C(=O)C1CCCCC1C(=O)O (stereo not given)	0.1	0.5	-56	-4
COc1ccc(Nc2ccn3ncc(-c4cnn(Cc5ccccc5)c4)c3n2)cn1	-0.4	0.2	8	16
O=C(NCCc1ccc(O)cc1)c1ccccn1	0.0	-0.7	-7	-6
CC1CCC(NC(=O)CCC(=O)N2CCOc3ccc(Cl)cc32)CC1 (stereo not given)	1.4	-0.2	1	-12
O=C(c1cc2ncccn2n1)N1CCc2c([nH]c3ccccc23)C1c1ccccc1F (stereo not given)	-0.1	-0.7	9	5
COc1cc(Br)cc(CNc2ccc(-c3nc4ccc(C)cc4s3)cc2)c1O	0.1	0.3	-4	0
CCOC(CCn1c(SCC(=O)Nc2ccccc2CC)nc2ccccc2c1=O)OCC	0.3	-0.1	14	-8
O=S(=O)(NCC(c1ccccc1)N1CCNCC1)c1ccc(Cl)cc1 (stereo not given)	0.3	-0.5	11	-3
CC[C@H](C)[C@H](NC(N)=O)C(=O)Nc1ccc(C)c(Cl)c1	-0.1	0.0	-2	-8
Cc1ccc(Sc2c(C)nn(C(=O)CNS(=O)(=O)c3ccc(F)cc3)c2C)cc1	0.0	-1.1	-3	-5
CC(C)NC(=S)NNC(=O)C12CC3CC(CC(C3)C1)C2	0.0	0.1	0	6
CCOCCCNC(=O)CSc1ncnc2c1sc1nc3ccccc3cc12	0.2	-1.0	2	-10
CCCNC(=O)c1cccc(N2CCCC2CO)n1 (stereo not given)	0.4	-0.9	-4	8
CCN1C(=O)CC(C(=O)OC)C12CCN(C(=O)c1cccc(Cn3cccn3)c1)CC2 (stereo not given)	0.2	-0.8	17	-5
Cc1ccc2oc(-c3ccc(NC(=O)c4ccccc4C)c(C)c3)nc2c1	0.7	0.5	11	0
CC(=O)Nc1cccc(-c2nnc(SCC(=O)Nc3ccc(F)cc3)n2C)c1	-0.4	1.2	5	1
O=C(NC1CC1)c1cc(-c2ccccn2)nc2ccc(S(=O)(=O)N3CCOCC3)cc12	0.0	0.7	11	-1
Oc1ccc(Nc2nccn3c(-c4cccc(Cl)c4)cnc23)cc1	0.8	0.3	-9	-3

Entries of single compounds from above. Values in the order: FBW7 act	GPR151 ag	MITF inh	TEAD-YAP block
Shown for CCN1C(=O)CC(C(=O)OC)C12CCN(C(=O)c1cccc(Cn3cccn3)c1)CC2 (stereo not given) : 0.2	-0.8	17	-5
Shown for CCCNC(=O)c1cccc(N2CCCC2CO)n1 (stereo not given) : 0.4	-0.9	-4	8

(listing goes on)
SMILES	FBW7 act	GPR151 ag	MITF inh	TEAD-YAP block
COc1cc2c(cc1OC)CN(C(=O)c1ccccc1)CC2	0.1	-0.1	14	2
c1ccc(C(c2ccccc2)N2CCN(Cc3nnnn3Cc3cccs3)CC2)cc1	1.4	-1.3	16	-13
O=C(NCc1cccnc1)c1cc(Sc2ccc(F)cc2)nc2ccccc12	0.1	-0.7	16	4
COc1ccccc1CC(=O)Nc1c[nH]c(=O)[nH]c1=O	0.0	1.5	3	1
Cc1ccc(-c2nn3c(N)c(C=C4C=CC(=O)C=C4)c(=O)nc3s2)cc1	0.4	-1.6	8	-48
O=C(NC1CCCC1)c1ccc2c(=O)n(Cc3ccco3)c(=S)[nH]c2c1	0.1	1.6	-5	3
O=C(NCc1cccc(C(F)(F)F)c1)c1cnc(Nc2ccncn2)s1	1.1	3.5	6	3
Cc1cccc(C(=O)NNC(=O)C2CCN(c3ncccn3)CC2)c1	-0.1	1.1	3	5
CC(=O)N=C1SCCN1CC(=O)c1ccc(F)cc1	-0.1	-0.3	1	-8
NC(=O)/C(=C\C=C\c1ccccc1)NC(=O)c1cccc(Br)c1	0.5	-0.1	13	-2
CC(=O)Nc1ccc(Nc2cc(NC3CCN(Cc4ccccc4)CC3)ncn2)cc1	0.0	-1.4	9	-5
CCOc1ccc(-c2cc(C(=O)N/N=C(\C)c3cccs3)[nH]n2)cc1	0.3	-1.0	10	60*
CCNC(=O)/C(C#N)=C/c1c(Oc2ccc(F)cc2)nc2ccccn2c1=O	0.5	-8.4	14	7
CCOc1cc(C(=O)OCC(=O)NC(N)=O)cc(OCC)c1OCC	-0.1	0.2	-14	-4
O=C(CSc1nc2ccc(NC(=O)c3ccccc3C(=O)N3CCCC3)cc2s1)NC1CCCCC1	0.1	-1.0	-1	0
COc1ccc(C(CC(=O)NCCC2=CCCCC2)NS(=O)(=O)c2ccc(F)cc2)cc1 (stereo not given)	-0.1	0.1	10	4
NC(=O)Cc1cn(-c2ccc(Oc3ccccc3)nn2)c2ccccc12	-0.1	-1.1	0	5
OCCN1CCN(C(=S)c2ccc(Br)cc2)CC1	0.0	0.2	-8	1
COc1cc(Cl)c(CN2CCC3(CC2)CC3C(=O)N2CCCN(C)CC2)cc1OC (stereo not given)	0.0	-1.2	11	2
C=CCn1c(-c2ccc3[nH]c(C)c(C)c3c2)n[nH]c1=S	0.0	-0.1	-4	-2

Filtered by structure: the compounds so far containing an aryl thioether with sulfur outside any ring (8)
SMILES	FBW7 act	GPR151 ag	MITF inh	TEAD-YAP block
O=[N+]([O-])c1ccccc1Sc1c(-c2ccccc2)nc2ncccn12	0.1	-1.7	18	4
CCc1ccc(-n2c(=S)sc3c(=O)n(-c4ccccc4)c(SCC(=O)c4ccc(Cl)cc4)nc32)cc1	0.1	-0.6	19	5
CCOC(CCn1c(SCC(=O)Nc2ccccc2CC)nc2ccccc2c1=O)OCC	0.3	-0.1	14	-8
Cc1ccc(Sc2c(C)nn(C(=O)CNS(=O)(=O)c3ccc(F)cc3)c2C)cc1	0.0	-1.1	-3	-5
CCOCCCNC(=O)CSc1ncnc2c1sc1nc3ccccc3cc12	0.2	-1.0	2	-10
CC(=O)Nc1cccc(-c2nnc(SCC(=O)Nc3ccc(F)cc3)n2C)c1	-0.4	1.2	5	1
O=C(NCc1cccnc1)c1cc(Sc2ccc(F)cc2)nc2ccccc12	0.1	-0.7	16	4
O=C(CSc1nc2ccc(NC(=O)c3ccccc3C(=O)N3CCCC3)cc2s1)NC1CCCCC1	0.1	-1.0	-1	0

Next compounds follow.
SMILES	FBW7 act	GPR151 ag	MITF inh	TEAD-YAP block
Cc1ccc(C)c(NC(=O)CSC2=C(C#N)C(c3cccs3)C3=C(CC(C)(C)CC3=O)N2)c1 (stereo not given)	0.4	-0.3	-5	-9
O=C(c1cc(-c2ccc3c(c2)OCO3)nc2ccccc12)N1CCCC1	-0.1	2.9	-2	-17
CCOc1ccc(C2c3cccn3CCN2C(=S)NC)cc1 (stereo not given)	-0.1&-0.1	0.6&0.5	12&-2	8&-11
COc1cccc(Nc2nc(-c3ccc4c(c3)OCCO4)cs2)c1	-0.1	0.4	13	-57
CCOc1ccc(N=C2SC(C(=O)Nc3ccc(F)cc3)CC(=O)N2C)cc1 (stereo not given)	-0.3	0.0	-3	12
CCOC(=O)c1[nH]c(C)c(C(=O)/C=C/c2ccc(N(C)C)c([N+](=O)[O-])c2)c1C	0.1	1.0	13	50*
Cc1ccccc1N(C(=O)c1csnn1)C(C(=O)NC1CCCCC1)c1ccncc1 (stereo not given)	0.0	0.5	28	-5
CC(CO)N1CCC(=O)N(Cc2ccccc2C(F)(F)F)CC1 (stereo not given)	0.0	0.6	2	13
COc1ccc(CNC(=O)C(CC(C)C)OC(=O)c2cccs2)cc1 (stereo not given)	0.3	-0.1	11	9
CCCC(=O)Nc1ccc(Cl)c(NC(=O)C(C)(C)C)c1	0.1	1.9	6	6
CC(C)=CC(=O)Nc1ccc(C)c(C)c1	-0.1	-1.9	-8	-69
O=[N+]([O-])c1cc(S(=O)(=O)NCc2ccc3c(c2)OCO3)ccc1Cl	-0.2	-0.2	-13	-1
COc1ccc(C(=O)CSc2ncn[nH]2)cc1C	-0.1	-0.3	69*	-15
Cc1[nH]c(=O)[nH]c(=O)c1NC(=O)CSc1nc2c(C)cccc2cc1C#N	0.4	0.2	19	-7
CCS(=O)(=O)c1ccc(O)c(N=CC2=C(O)CC(C)(C)CC2=O)c1	0.0	-1.1	-5	-4
CC(=O)c1ccc(OCCCC(=O)NCCSCc2ccco2)cc1	-0.2	0.9	3	-1
O=c1c2c(nc3n1CCS3)-c1ccccc1CC21CCCC1	0.1	0.0	11	7
COc1cc(OC)c(C(=O)NCc2ccc(Cl)cc2)cc1OC	0.0	-1.1	-10	-3
N#Cc1ccccc1NC(=O)COC(=O)c1ccc(F)cc1F	-0.1	-0.3	-2	0
COc1ccc(C2CC(=O)C3=C(C2)NC(=O)CC3c2ccccc2C)cc1OC (stereo not given)	0.2	-0.4	-10	-6
Cc1cnc(NC(=O)CN2CCN(c3ccc(Cl)cc3)CC2)s1	-0.1	0.2	10	-6
CC(C)(C#N)N1C(=O)c2ccccc2C1=O	-0.1	-1.9	-1	-10
CCOc1ccccc1Oc1coc2cc(OC)ccc2c1=O	-0.1	-0.4	11	-12
O=[N+]([O-])c1ccc(OCC(O)Cn2cnc3ccccc32)cc1 (stereo not given)	0.2	-2.0	8	11
COc1cccc(CN2CCN(Cc3cccnc3)CC2)c1	0.1	-1.1	79*	-4
Cn1ccc2cc(-c3nc(NCCOc4ccccc4)c4ncn(Cc5ccc(C(F)(F)F)cc5)c4n3)ccc21	0.6	0.1	6	2
CCC(=O)N=c1sc2cc(C)ccc2n1C	-0.1	0.1	5	-23
C=CCO/N=C(\C)C1=C(O)C(c2cccc(C)c2)C(C)(C)CC1=O (stereo not given)	-0.2	0.9	-8	-6
Cc1ccc(N2C(=O)C3C4C=CC(C4)C3C2=O)cc1F (stereo not given)	0.1	1.8	-1	3
O=[N+]([O-])c1cc(NS(=O)(=O)c2ccccc2)ccc1Cl	0.1	0.7	20	9
O=C(COc1nsnc1N1CCOCC1)Nc1ccccc1I	-0.2	0.7	-2	0
CN(CCc1cn[nH]c1)C1CCN(c2cccc(NC(=O)CC3CCCC3)c2)CC1	0.0	0.1	9	1
CCCn1cnc2sc(C(=O)NCc3ccc(F)cc3)c(C)c2c1=O	0.2	0.6	16	-2
CCOC(=O)C1(CCOC)CCN(C2C3CC4CC(C3)CC2C4)CC1 (stereo not given)	-0.1	-1.2	4	1
CC(C(=O)NCCCN1CCOCC1)N1C(=O)c2ccccc2C1=O (stereo not given)	-0.2	0.1	1	-11
Cc1cc(Br)ccc1OCC(=O)N1CCCC1	-0.1	0.0	-4	-1
